Source: PubChem BioAssay (several laboratories)
SDO1 yeast rescue – growth rescue of sdo1-depleted yeast, primary screen, S. cerevisiae, bone marrow failure model | z-score at 10 µM | 140,000 compounds, 0.21% hits | S. cerevisiae sdo1-depleted JHY4D growth rescue, OD600 30 h; hits give high values; pdr5 snq2 efflux-pump mutant strain;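 active = z-score above 3 at both the 24 hr and the 30 hr optical density reads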;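 also: z-score against mean and SD of all compound wells on the same plate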
INS promoter inh – inhibitors of insulin promoter-driven GFP, primary screen, imaging, TRM-6 cells (human fetal islet line), eGFP reporter, cell count; reporter expression induced with tamoxifen; 130,000 compounds, 0.9% hits; inhibition, % at 2 µM;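 active = inhibition above the mean plus 3 SD, with well images judged a real hit on visual review, cut at about 60% in these data, passing the limit was not always enough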
SDO1 yeast rescue Rescue 24 h – second read-out of SDO1 yeast rescue, no call of its own (marks repeat the call); z-score; S. cerevisiae sdo1-depleted JHY4D growth rescue, OD600; measured here: growth rescue at 24 h;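 0 is the plate mean of compound wells and units are plate SD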
The depositor's hits bear a star; · = not tested or not shown. An excerpt; the hit share may differ from the screen's.

Start of the listing, in advance:
SMILES | SDO1 yeast rescue | SDO1 yeast rescue Rescue 24 h | INS promoter inh
CCOc1ccc(NS(=O)(=O)c2ccc(NC(=S)NC(C)=O)cc2)cc1 | · | · | -7
O=C(/C=C/c1cccc([N+](=O)[O-])c1)NCC1CCCO1 (stereo not given) | 0.82 | 0.29 | 0
Cc1ccc(C2=Nc3ccccc3N(C(=O)c3ccccc3)C(C)C2)cc1 (stereo not given) | -1.1 | -0.66 | -75
CCn1c(SCC(=O)c2ccc(Cl)cc2)nnc1-c1cccs1 | -1.2 | -0.66 | 27

The listing, from the start:
SMILES | SDO1 yeast rescue | SDO1 yeast rescue Rescue 24 h | INS promoter inh
CCOc1ccc(NS(=O)(=O)c2ccc(NC(=S)NC(C)=O)cc2)cc1 | · | · | -7
O=C(/C=C/c1cccc([N+](=O)[O-])c1)NCC1CCCO1 (stereo not given) | 0.82 | 0.29 | 0
Cc1ccc(C2=Nc3ccccc3N(C(=O)c3ccccc3)C(C)C2)cc1 (stereo not given) | -1.1 | -0.66 | -75
CCn1c(SCC(=O)c2ccc(Cl)cc2)nnc1-c1cccs1 | -1.2 | -0.66 | 27
CCCc1nnc(NC(=O)c2cccs2)s1 | -0.47 | -0.9 | 16
CCOC(=O)c1[nH]c(C(=O)O)c(CCC(=O)OC)c1C | 0.23 | 0 | 0
COc1cc(NC(=O)c2cccs2)c(OC)cc1NC(=O)c1ccco1 | 0.74 | 0.1 | 0
CCOC(=O)N1CCN(C(=O)c2ccc(C#CC3(O)CCCCC3)cc2)CC1 | 0.25 | -0.38 | -11
O=C(NNc1cc(N2CCOCC2)nc(N2CCOCC2)n1)c1ccc(Cl)c(Cl)c1 | 0.23 | -0.29 | ·
COc1ccc(CCNC(=O)CNC(=O)Cn2cnc3sc(C)c(C)c3c2=O)cc1OC | · | · | 20
CCOc1cc(-c2cc(-c3ccc(N)cc3)nc(N)c2C#N)ccc1O | -0.31 | 0.26 | 24
Oc1c(CN2CCOCC2)cc(COCc2ccccc2)c2cccnc12 | 0.88 | 1.4 | ·
CCc1nnc(NC(=O)c2nc3nc(C)cc(C)n3n2)s1 | 0.38 | 0.46 | 5
Cc1cccc(CN2CCN(CC(=O)NCc3cccs3)C2=O)c1 | 0.32 | -0.44 | 29
CC(=O)NC(CCS(C)(=O)=O)C(=O)Nc1cccc(C(C)=O)c1 (stereo not given) | 0.33 | -0.11 | -436
O=C(/C=C/c1ccccc1Cl)Nc1cccc(S(=O)(=O)NC2=NCCCCC2)c1 | 0.34 | 0.58 | 8
Cc1cccc(OCCCC(=O)Nc2ccc3c(c2)OCO3)c1 | 1.1 | 1.1 | ·
O=C(Cn1cnnn1)Nc1cccc(S(=O)(=O)N2CCCCC2)c1 | · | · | 27
CCCC(=O)Nc1cc(C)c(NC(=O)Cc2ccccc2)cn1 | -0.09 | -1.5 | ·
CCCCC(CC)C(=O)Nc1ccc(C#N)cc1 (stereo not given) | 0.37 | 0.4 | -15

A portion from the list above, as a working copy:
SMILES | SDO1 yeast rescue | SDO1 yeast rescue Rescue 24 h | INS promoter inh
CCOc1ccc(NS(=O)(=O)c2ccc(NC(=S)NC(C)=O)cc2)cc1 | · | · | -7
O=C(/C=C/c1cccc([N+](=O)[O-])c1)NCC1CCCO1 (stereo not given) | 0.82 | 0.29 | 0
Cc1ccc(C2=Nc3ccccc3N(C(=O)c3ccccc3)C(C)C2)cc1 (stereo not given) | -1.1 | -0.66 | -75
CCn1c(SCC(=O)c2ccc(Cl)cc2)nnc1-c1cccs1 | -1.2 | -0.66 | 27

More results follow.
SMILES | SDO1 yeast rescue | SDO1 yeast rescue Rescue 24 h | INS promoter inh
CCCCn1c(SCC(=O)N2CCCC2)nc2c1c(=O)n(C)c(=O)n2C | 0.6 | 1.8 | 14
COc1cccc(CN2CCN(C(=O)c3cccc(F)c3)CC2)c1 | · | · | -11
COC(=O)c1ccc(-c2ccc(Cl)cc2)nc1C | 0.3 | 0.03 | 17
COc1ccc(C)cc1NC(=O)c1cc2c(CO)cnc(C)c2oc1=N | 0.41 | 0.03 | -45
COC(=O)c1c(-c2ccccc2Cl)noc1/C=C/N(C)C | · | · | -115
C=CCNC(=O)CSc1nnc(-c2ccccc2Cl)n1-c1c(C)n(C)n(-c2ccccc2)c1=O | 2.2 | 2.2 | -54
Cc1ccccc1CNC(=O)c1ccccc1 | -0.3 | -1.1 | -61
Cc1nnc(NC(=O)Cc2ccc(OCc3c(C)noc3C)cc2)s1 | 0.19 | -0.4 | -36
Cc1ccc(N/N=C2\COC(C)(C)CC2=O)cc1 | -0.07 | -0.87 | -7
CCOC(=O)CNC(=O)CSc1nc(NCc2ccccc2)nc(N(C)C)n1 | -0.2 | -0.48 | -9
CCCOc1ccc(N)cc1N | -0.02 | -0.36 | ·
CC(/C=N/NC(=O)c1cc(-c2cccs2)[nH]n1)=C\c1ccccc1 | -1.3 | -0.96 | ·
O=C(CC1COc2ccccc2O1)Nc1ccccn1 (stereo not given) | 0.56 | 0.99 | -280
O=C(N/N=C/c1ccccc1)c1sccc1OCc1ccc(F)cc1 | -1.6 | -1.6 | 11
CCCNC1CCS(=O)(=O)C1 (stereo not given) | 0.38 | 0.23 | 43
O=c1c2cnn(-c3ccc(F)cc3)c2ncn1Cc1ccccc1 | -1.4 | 0.51 | -362
O=C(CN1C(=O)C2CCCN2c2ncc(Cl)cc21)NCc1ccc2c(c1)OCO2 (stereo not given) | -0.37 | -0.36 | 38
Cc1cc(C)n(-c2ccc(C(=O)Nc3ccc(S(=O)(=O)NCc4ccco4)cc3)cc2)n1 | 0.13 | -0.24 | 29
CCC(=O)c1cn(CC(=O)OC)c2ccccc12 | 1.5 | 2 | 41
O=C(NCc1cn2ccccc2n1)c1ccccc1 | 1.4 | 1.8 | ·
CN1/C(=C\C(=O)Nc2ccc(Cl)cc2)C(C)(C)c2ccccc21 | -1.3 | -1.7 | ·
CC(=O)NC(CC(C)C)C(=O)NC(Cc1ccccc1)C(N)=O (stereo not given) | -0.7 | -0.72 | 3
CC(C)NC(=S)Nc1cccc2cnccc12 | 1.6 | 1.7 | 3
CCN1CCN(c2cc(-c3ccccc3)nc3cc(-c4cccc(F)c4)nn23)CC1 | -2.4 | -1.6 | 67
CCc1cccc2c(C#N)cn(CCOc3ccccc3OC)c12 | 0 | -0.08 | 42
CCN(CC)CC(=O)Nc1nc(-c2ccc(Cl)cc2)cs1 | -0.14 | -0.16 | 48
COc1ccc(-c2nc3c(c(=O)[nH]c(=O)n3Cc3ccccc3)n2Cc2ccccc2)cc1 | -1.6 | -0.86 | 9
O=C(CSc1nnc(-c2ccco2)o1)NC1CC2CCC1C2 (stereo not given) | 0.91 | 0.67 | 0
O=C(NNC(=S)Nc1ccccc1)c1ccco1 | 1.6 | 0.92 | -13
CCCCN1C(=O)C2NN=C(C(=O)OCC)C2C1=O (stereo not given) | 0.21 | 0.21 | -3
Cc1ccccc1OCC(=O)N/N=C1\SCC(=O)N1Cc1ccccc1 | -0.14 | -0.2 | 17
O=C(Nc1ccc2c(c1)OCCO2)C1CCC1 | 1.1 | 0.79 | -125
COc1ccc(OC)c2[nH]c(=O)c(CCNC(=O)C(=O)c3c(C)[nH]c4ccccc34)cc12 | · | · | 14
Cc1cnc(C(=O)Nc2ccccc2-c2ccc(C)o2)cn1 | -1.3 | -0.65 | -20
CC(C)(C)C1=Nn2c(nnc2-c2ccco2)SC1 | -0.34 | -0.07 | ·
CC/C(=C\C(=O)c1cccnc1)Nc1ccc(C)c(C)c1 | -0.03 | 0.11 | ·
C=CCSc1nnc(NC(=O)COc2ccc3ccccc3c2)s1 | 0.69 | 0.13 | 46
N#Cc1c(NC(=S)NC(=O)c2ccccc2)sc2c1CCN(CCc1ccccc1)C2 | -0.97 | -1.6 | -270
COc1ccccc1NC1=NC2(CCCC2)N=C(N)N1 | 0.06 | -0.75 | 45
CSCc1ccc(C(=O)Nc2cc(C)cc(C)c2)cc1 | -1.2 | -1 | 9
Cc1cc(Nc2ccccc2)c2c([N+](=O)[O-])ccc(C)c2n1 | -2.2 | -2.1 | -57
CCC(=O)c1ccc(Oc2ccc(C(=O)c3ccc(C)cc3)cc2[N+](=O)[O-])cc1 | -0.1 | 0.22 | -62
CCOC(=O)C1=C(CC)OC(N)=C(C#N)C1c1ccc(OC)c(OC)c1OC (stereo not given) | · | · | -33
Nc1nc(N2CCCCC2)nc(N(c2ccccc2)c2ccccc2)n1 | -1.7 | -1.3 | ·
O=C(Nc1ccc(/C=C/c2nc3ccccc3o2)cc1)c1ccc(F)cc1 | 1.9 | 2.8 | -46
COc1cccc(N(C(=O)c2cccs2)c2nc3ccccc3s2)c1 | -1.7 | -0.74 | ·
COc1cc(Cl)cc(/C=N/NC(N)=O)c1O | · | · | -65
CCOc1cc(C(N)=O)cc(Br)c1OCC | 0.45 | 0.63 | 17
CN1CCOCCOCCN(C)C1=O | 1.2 | 1 | 14
CCOC(=O)N/N=C/c1ccc(N2CCOCC2)s1 | 0.89 | 0.58 | -4
COCc1[nH]nc2c1C(c1ccc(OC)cc1)C(C#N)=C(N)O2 (stereo not given) | -0.15 | -0.37 | -26
O=S(=O)(NCc1cccnc1)c1cccs1 | -0.58 | -1.1 | ·
CCOc1ccc(S(=O)(=O)Nc2ccccn2)c2ccccc12 | -0.23 | 0.98 | 20
Cc1cc(C)n(-c2ccc(C(=O)Nc3nnc(C4CC4)s3)cc2)n1 | -2.1 | -1.1 | 40
COc1ccc(C(=O)Nc2nc3ccc(S(C)(=O)=O)cc3s2)cc1 | -0.78 | -0.03 | 50
COc1ccc(SN=C2C(C)=CC(=O)C=C2C)cc1 | · | · | 11
Cc1ccc(-c2nnc(SCC(=O)NC3CCS(=O)(=O)C3)nc2-c2ccc(C)cc2)cc1 (stereo not given) | -0.19 | -0.53 | 0
O=C(NC(=S)NCC1CCCO1)C(c1ccccc1)c1ccccc1 (stereo not given) | 0.4 | 1 | ·
Cc1nnc(NC(=O)Cn2cnc3c2c(=O)n(C)c(=O)n3C)s1 | -0.57 | -0.95 | -38
CCCc1cc2c(cc1NC(=O)c1ccc(C)cc1)OCO2 | -0.67 | -0.63 | ·
(next part)
SMILES | SDO1 yeast rescue | SDO1 yeast rescue Rescue 24 h | INS promoter inh
COc1cc(C)ccc1OCCOCCOc1ccc([N+](=O)[O-])cc1 | -0.44 | -0.59 | -21
CCOc1ccc(-c2nnc(-c3cccs3)o2)cc1 | -0.17 | -0.7 | -3
CCOC(=O)N1CCC(Nc2c(NCCCOC)c(=O)c2=O)CC1 | 0.95 | 0.81 | ·
COc1cc(/C=N/N2CCOCC2)ccc1OC(=O)c1ccco1 | · | · | 7
COc1ccc(Cn2nnnc2CN(Cc2cc3cc(C)ccc3[nH]c2=O)C2CCCC2)cc1 | -1.1 | -0.92 | 23
O=C(NNc1cccc(Cl)n1)c1c(Cl)cccc1Cl | -0.03 | 0.18 | 15
Cc1ccccc1N(CC(=O)N/N=C/c1ccccc1Cl)C(=O)c1ccccc1 | -0.01 | 0.68 | 22
O=C(C1CCCO1)N1CCN(Cc2nc3ccccc3c(=O)[nH]2)CC1 (stereo not given) | 2.1 | 1.7 | 52
N#Cc1c(NC(=O)CN2CCN(C(=O)c3ccco3)CC2)sc2c1CCCCC2 | -0.43 | 0.69 | 38
COc1ccc(C2=NCCc3cc(OC)c(OC)cc32)cc1OC | 0.67 | -0.14 | 20
CCOC(=O)c1ccc(NC2OC(=O)c3ccccc32)cc1 (stereo not given) | 1.3 | 0.77 | 19
C=CCn1c(=N)n(CC(O)COc2ccc(OC)cc2)c2ccccc21 (stereo not given) | -0.34 | -0.33 | ·
COc1ccccc1C(=O)C1CCCN(C(=O)c2cc(C(C)C)no2)C1 (stereo not given) | · | · | -72
CCOc1ccccc1C(=O)N1CCOCC1 | 0.1 | 0.19 | 31
CC(=O)NC(CC(=O)NC1CCCCCC1)c1ccccc1 (stereo not given) | 1.4 | 1.5 | -30
CCCCCCc1c(O)nc(SCCN2CCOCC2)[nH]c1=O | · | · | 0
CCCS(=O)(=O)c1c(S(=O)(=O)CCC)c2ccc(C(N)=O)cn2c1C(=O)OC | · | · | -27
O=C(O)c1cccc(-n2nnnc2SCc2ccccn2)c1 | 1.1 | -0.35 | 56
O=C(NC1CCCCCC1)C1CCN(S(=O)(=O)c2ccccc2)CC1 | 0.58 | -0.04 | -18
COC(=O)c1ccc(C(=O)OC)c(NC(=O)Oc2ccccc2)c1 | -0.1 | 0.05 | ·
CCOC(=O)CNC(=O)C1c2ccccc2C(=O)N(c2ccc(OC)cc2)C1c1ccc(OC)cc1 (stereo not given) | -0.79 | -0.62 | 3
COc1ccc(OC)c(-n2cnc3cc(C(=O)O)ccc32)c1 | 1.7 | 0.5 | ·
Clc1ccc(Cl)c(-c2nn3c(COc4ccccc4)nnc3s2)c1 | -1.9 | -0.94 | -188
O=C(N1CCOCC1)n1cnc2ccccc21 | 0.2 | -0.12 | -182
O=S(=O)(c1ccc2ccccc2c1)N1CCN(C2Cc3ccccc3C2)CC1 | -0.28 | 0.7 | ·
Cc1c(Cl)c([N+](=O)[O-])nn1Cc1ccc(C(=O)N/N=C\c2ccccn2)o1 | 1.1 | 0.78 | ·
Cc1ccc2[nH]c(=O)c(CN(CCc3ccccc3)C(=O)N3CCOCC3)cc2c1 | -0.17 | -0.23 | 36

Some of these compounds in order of formula weight, largest number first:
SMILES | SDO1 yeast rescue | SDO1 yeast rescue Rescue 24 h | INS promoter inh
CCOC(=O)CNC(=O)C1c2ccccc2C(=O)N(c2ccc(OC)cc2)C1c1ccc(OC)cc1 (stereo not given) | -0.79 | -0.62 | 3
Cc1c(Cl)c([N+](=O)[O-])nn1Cc1ccc(C(=O)N/N=C\c2ccccn2)o1 | 1.1 | 0.78 | ·
Clc1ccc(Cl)c(-c2nn3c(COc4ccccc4)nnc3s2)c1 | -1.9 | -0.94 | -188
COC(=O)c1ccc(C(=O)OC)c(NC(=O)Oc2ccccc2)c1 | -0.1 | 0.05 | ·
O=C(N1CCOCC1)n1cnc2ccccc21 | 0.2 | -0.12 | -182
